# Bioassay records from PubChem.
# K1F lysis inhibition = inhibition of K1F phage lysis, E. coli UTI89, bacterial capsule biogenesis inhibitors, alamar blue (AID 488966). E. coli UTI89 K1F phage lysis, alamar blue, 2 h; higher % means a stronger effect. 340,000 tested, 0.02% active. inhibition, % at 100 µM, or IC50 in µM where a hit was titrated;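 active = phage lysis inhibition, versus mean bacterial control, above a set limit; inconclusive = no clear call, values can overlap the other calls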;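 also: capsule biogenesis inhibitors block K1F phage lysis so surviving cells raise fluorescence; higher fluorescence means more inhibition of phage lysis; actives were called in the ten point dose series up to 300 µM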
# NS5 inhibitors = Dengue-2 NS5 methyltransferase inhibitors, primary screen, biochemical, confirmation dose response (AID 588689); one-dose inhibition, % at 25 µM; IC50 in µM for titrated hits; Dengue-2 NS5 methyltransferase capping enzyme assay, biochemical; higher % means a stronger effect; Genome polyprotein (Dengue virus type 2 (strain 16681-PDK53)); 340,000 tested, 0.3% active; in the data active = a potency from the dose series; inconclusive = inhibition above about 29% without an active follow-up result
# RSV CPE inhibition = RSV antiviral activity via CPE protection, HEp-2 cells, primary 10 µM value included (AID 2391); 310,000 tested, 0.13% active; CPE inhibition, % at 10 µM; hits with a dose series show IC50 in µM; HEp-2 cells, RSV-induced CPE inhibition; higher % means a stronger effect; in the data active = a potency from the dose series; inconclusive = CPE inhibition mostly from about 23% at the one dose, without a potency; inactive = the rest, 99 in 100 with CPE inhibition below about 21%; also: strong numbers were not always called active
# SIAH1 antagonists = Siah-1 peptide-binding antagonists, primary screen, biochemical, fluorescence polarization, rhodamine-plectin, uHTS (AID 1817); 290,000 tested, 0.02% active; displacement, % at 20 µM; hits with a dose series show IC50 in µM; Siah-1 / rhodamine-plectin peptide fluorescence polarization; higher % means a stronger effect; E3 ubiquitin-protein ligase SIAH1 (Homo sapiens);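 active = displacement of at least 50% at 20 µM, with a fluorescence ratio check between 0.3 and a set limit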;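 also: plate controls were Siah plus tracer with DMSO for no effect and tracer alone without Siah for full effect; strong numbers were not always called active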
# Large T inhibition = SV40 large T antigen inhibitors, biochemical (AID 1903). 310,000 tested, 0.39% active. SV40 large T antigen ATPase/helicase inhibition assay; higher % means a stronger effect. inhibition, % at 20 µM; hits with a dose series show IC50 in µM; in the data active = a potency from the dose series; inconclusive = inhibition mostly from about 32% at the one dose, without a potency; inactive = the rest, 99 in 100 with inhibition below about 32%; also: strong numbers were not always called active
# West Nile virus CPE = West Nile virus antiviral activity, cell-based, CPE readout (AID 1621). 290,000 tested, 0.02% active. West Nile virus-infected cells, CPE inhibition; higher % means a stronger effect. CPE inhibition, % at 10 µM; hits with a dose series show IC50 in µM; in the data active = a potency from the dose series; inconclusive = CPE inhibition mostly from about 3.7% at the one dose, without a potency; inactive = the rest, 99 in 100 with CPE inhibition below about 2.2%; also: strong numbers were not always called active
# NTR1 agonist = agonists of NTR1, primary screen, imaging, U2OS cells, beta-arrestin-GFP, high content (AID 493036); Neurotensin receptor type 1 (Homo sapiens), P30989; NTR1-U2OS beta-arrestin-GFP spot imaging, agonist mode; activation, % at 20 µM; 330,000 tested, 0.17% active;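 active = activation at or above 40% of the spot to cytoplasm intensity ratio, with at least 20 cells analyzed; inconclusive = wells under 20 cells, flagged as cytotoxic or low count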;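 also: 0% = DMSO without peptide and 100% = 100 nM NTR1 peptide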
# Target sequence (P30989 whole entry, looked up): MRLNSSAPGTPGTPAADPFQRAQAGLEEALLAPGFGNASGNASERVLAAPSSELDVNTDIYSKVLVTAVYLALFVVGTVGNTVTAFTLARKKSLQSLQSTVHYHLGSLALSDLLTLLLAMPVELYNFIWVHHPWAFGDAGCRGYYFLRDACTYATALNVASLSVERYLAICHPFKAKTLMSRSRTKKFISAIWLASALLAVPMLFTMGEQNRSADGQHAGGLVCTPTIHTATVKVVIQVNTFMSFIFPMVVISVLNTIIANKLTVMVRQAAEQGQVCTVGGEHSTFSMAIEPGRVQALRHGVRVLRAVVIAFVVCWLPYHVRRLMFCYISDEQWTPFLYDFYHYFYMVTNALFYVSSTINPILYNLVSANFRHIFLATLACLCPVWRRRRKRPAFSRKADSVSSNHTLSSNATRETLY
# MgcRacGAP inhibition = MgcRacGAP GTPase-activating activity inhibitors, confirmation, biochemical, ADP Hunter fluorescence. Rac GTPase-activating protein 1 (Homo sapiens). MgcRacGAP-stimulated Rac1 GTP hydrolysis, ADP Hunter fluorescence; higher % means a stronger effect; GST-tagged Rac1 F28L mutant substrate. one-dose inhibition, % at 30 µM; IC50 in µM for titrated hits. 340,000 tested, 0.6% active. AID 624330, 2012;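 active = first-screen hits whose inhibition reached a set limit at any dose in the follow-up dose series; inconclusive = inhibition above the set first-screen limit but never retested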;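 also: fluorescence reports GDP produced by GAP-driven GTP hydrolysis; strong numbers were not always called active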
# AID2073 = inhibitors of Mint1-CaV2.2 protein interaction, biochemical, HTRF (AID 2073); 290,000 tested, 0.19% active; inhibition, % at 20 µM; hits with a dose series show IC50 in µM; Voltage-dependent N-type calcium channel subunit alpha-1B (Homo sapiens); HTRF protein-protein interaction, Mint1-CaV2.2; higher % means a stronger effect; in the data active = inhibition mostly above about 51%, no sharp cut-off; inconclusive = no clear call, values can overlap the other calls; inactive = mostly below about 53%; also: some results filed as inactive read as strong as hits
# NTR1 agonist cell count 20 µM = further read-out of NTR1 agonist, marked with its call; cell count; measured here: cell count, cytotoxicity flag
# * hit, by the source's call; ? = inconclusive; / = no result given; [ ] = dose if it differs, or a comment. An unsorted share of the library; any-hit rate near 1.6%.
# Values run as follows: K1F lysis inhibition	NS5 inhibitors	RSV CPE inhibition	SIAH1 antagonists	Large T inhibition	West Nile virus CPE	NTR1 agonist	NTR1 agonist cell count 20 µM	MgcRacGAP inhibition	AID2073
> O=[N+]([O-])c1ccc(S(=O)(=O)NCCN2CCOCC2)cc1
    -0.6%	/	-1.5%	2.6%	13.3%	-0.1%	-0.8	35	3.7%	-2.8%
> O=C(O)C(Cc1ccccc1)N1C(=O)c2ccccc2C1=O (stereo unspecified)
    0.5%	-1.6%	1.0%	-1.7%	15.2%	0.0%	2.3	94	2.6%	-5.8%
> O=C(O)C1C2C=CC(C2)C1C(=O)NCCCN1CCOCC1 (stereo unspecified)
    1.2%	0.0%	0.9%	-2.2%	3.2%	0.3%	-0.1	33	12.5%	1.4%
> COc1ccc(COc2cc(-c3cccc(OC)c3)nc3ccc(N)cc23)cc1
    0.8%	-1.6%	0.1%	-1.4%	0.2%	-1.3%	-1.3	59	7.0%	16.9%
> Nc1ncc2c(n1)-c1ccoc1CC2
    0.1%	-2.0%	6.8%	2.5%	7.5%	0.2%	-1.1	46	13.1%	-43.0%
> Cc1ccc([N+](=O)[O-])cc1NC(=S)NC(=O)c1ccco1
    1.6%	2.2%	1.6%	2.7%	11.8%	0.5%	-0.7	37	10.7%	13.8%
> Cc1ccccc1/C=C/c1nc2ccccc2c(=O)n1Cc1ccccc1
    3.2%	1.5%	5.5%	-3.6%	19.1%	1.4%	3.4	46	6.6%	4.5%
> COc1cc(/C=C/C(=O)O)cc(S(=O)(=O)NCCO)c1OC
    0.9%[50 µM]	-4.5%	4.1%	6.3%	-15.1%	0.8%	-0.9	66	5.1%	-3.3%
> O=C(c1ccccn1)N(c1ccccc1)C1(C(=O)NC2CCCCC2)CCCCC1
    4.3%	-5.2%	-0.3%	0.4%	7.7%	-0.5%	0.3	63	-4.9%	-2.0%
> O=C(NCc1cn2ccccc2n1)c1ccc(Br)o1
    -1.5%	-2.8%	3.3%	-3.0%	7.7%	-0.1%	4.6	44	-5.3%	-1.0%
> O=C(Nc1nccs1)c1cccc(S(=O)(=O)N2CCCC2)c1
    -0.1%	-1.9%	-0.2%	-1.7%	-2.4%	-0.4%	-0.1	61	4.3%	6.8%
> O=C(CNC(=O)c1ccccc1)NCCCSc1ccccc1
    0.4%	-4.0%	/	/	/	/	-1.4	60	4.1%	/
> Cc1cc2cc(OCC(=O)O)ccc2n1C
    0.2%	15.5%	-0.9%	9.2%	5.8%	-0.1%	-2.0	102	-1.7%	4.8%
> Nc1c(C(=O)NCCN2CCOCC2)c2nc3ccccc3nc2n1CCc1ccccc1F
    -0.4%	-8.8%	?	1.3%	8.8%	0.4%	6.1	40	5.9%	14.3%
> COc1ccc(NCC(=O)N2CCCC2)cc1Cl
    -0.3%	-2.4%	2.5%	-1.7%	12.3%	-0.1%	-0.5	36	16.7%	-12.8%

# 5 of the entries above in order of the West Nile virus CPE value, ascending:
mol,West Nile virus CPE
COc1ccc(COc2cc(-c3cccc(OC)c3)nc3ccc(N)cc23)cc1,-1.3%
O=C(c1ccccn1)N(c1ccccc1)C1(C(=O)NC2CCCCC2)CCCCC1,-0.5%
O=C(Nc1nccs1)c1cccc(S(=O)(=O)N2CCCC2)c1,-0.4%
O=C(NCc1cn2ccccc2n1)c1ccc(Br)o1,-0.1%
Nc1ncc2c(n1)-c1ccoc1CC2,0.2%

# More entries follow.
# Values run as follows: K1F lysis inhibition	NS5 inhibitors	RSV CPE inhibition	SIAH1 antagonists	Large T inhibition	West Nile virus CPE	NTR1 agonist	NTR1 agonist cell count 20 µM	MgcRacGAP inhibition	AID2073
> Cc1ccc(CC(=O)c2ccc(Cl)cc2)cc1
    -1.3%	-4.6%	0.5%	0.0%	2.6%	-0.2%	0.3	60	1.0%	24.8%
> CCOc1c(Br)ccc2c1sc1nc[nH]c(=O)c12
    0.5%	-8.3%	-0.5%	2.5%	0.1%	0.4%	7.4	63	9.4%	-3.2%
> O=C(OCc1cc(=O)oc2cc(O)ccc12)c1cc(S(=O)(=O)N2CCOCC2)ccc1F
    0.5%[50 µM]	-4.3%	-2.4%	/	17.2%	/	7.4	56	3.9%	/
> O=S(=O)(NCCCN1CCOCC1)c1ccc2c(c1)OCCO2
    1.0%	/	-0.6%	-0.7%	3.0%	-0.3%	-0.3	91	3.2%	-6.6%
> Cc1ccc(CN(C(=O)C(F)(F)F)C(C(=O)NC2CCCCC2)c2ccco2)cc1 (stereo unspecified)
    1.4%	-6.9%	?	8.4%	5.9%	0.2%	0.8	56	4.3%	-7.1%
> CC(CC(=O)Nc1ccc(F)cc1F)S(=O)(=O)c1ccc2c(c1)NC(=O)CO2 (stereo unspecified)
    3.2%	-0.9%	4.8%	3.9%	11.2%	-0.2%	-0.3	53	7.6%	6.6%
> O=C(CSc1nnc(-c2ccccn2)n1Cc1ccccc1)N1CCOCC1
    0.2%	-3.9%	1.3%	8.2%	10.7%	0.0%	-0.4	47	6.7%	-9.3%
> C(=N\Nc1nc(Nc2ccccc2)nc(N2CCOCC2)n1)/c1c[nH]c2ccccc12
    /	/	38.2%	-0.5%	5.4%	2.9%	15.0	84	/	21.8%
> O=C(CSc1nccn1-c1ccccc1)NCc1ccc2c(c1)OCO2
    0.1%	/	0.3%	-0.1%	2.2%	-0.2%	0.3	39	6.0%	-5.2%
> CCOC(=O)C1CCCN(C(=O)c2cccc(S(=O)(=O)N(C)c3ccc(C)cc3)c2)C1 (stereo unspecified)
    0.0%[50 µM]	-0.8%	0.7%	/	/	/	0.0	62	6.9%	/
> Cc1cccc(NC(=O)C(C)n2cc([N+](=O)[O-])cn2)n1 (stereo unspecified)
    0.6%	-10.4%	1.3%	9.0%	11.7%	0.4%	-0.7	32	-0.6%	-5.1%
> CCCCc1ccc(S(=O)(=O)NC2CCS(=O)(=O)C2)cc1 (stereo unspecified)
    -1.4%	4.6%	5.0%	-5.9%	-3.1%	-1.4%	1.9	67	15.5%	47.9%
> Cc1ccc(N2CCN(C(=S)Nc3ccccc3)CC2)cc1
    0.2%	-7.6%	9.4%	-0.7%	-0.5%	0.1%	0.6	46	3.9%	-14.4%
> Cc1cc(CNC(=O)C2CCC(=O)N(Cc3cccc(C(F)(F)F)c3)C2)no1 (stereo unspecified)
    0.0%	3.9%	0.4%	-0.2%	0.1%	-0.2%	-0.7	54	5.3%	1.9%
> COc1ccc(C2C(C(=O)N3CCN(c4ccccn4)CC3)CCC(=O)N2c2cc(OC)c(OC)c(OC)c2)cc1 (stereo unspecified)
    0.1%	-6.2%	0.9%	4.8%	2.6%	-0.5%	0.8	53	5.0%	16.1%

# Exported as labelled records: entries from further up
CC(CC(=O)Nc1ccc(F)cc1F)S(=O)(=O)c1ccc2c(c1)NC(=O)CO2 (stereo unspecified)
  K1F lysis inhibition: 3.2%; NS5 inhibitors: -0.9%; RSV CPE inhibition: 4.8%; SIAH1 antagonists: 3.9%; Large T inhibition: 11.2%; West Nile virus CPE: -0.2%; NTR1 agonist: -0.3; NTR1 agonist cell count 20 µM: 53; MgcRacGAP inhibition: 7.6%; AID2073: 6.6%

O=C(CSc1nnc(-c2ccccn2)n1Cc1ccccc1)N1CCOCC1
  K1F lysis inhibition: 0.2%; NS5 inhibitors: -3.9%; RSV CPE inhibition: 1.3%; SIAH1 antagonists: 8.2%; Large T inhibition: 10.7%; West Nile virus CPE: 0.0%; NTR1 agonist: -0.4; NTR1 agonist cell count 20 µM: 47; MgcRacGAP inhibition: 6.7%; AID2073: -9.3%

# Next structures
# Values run as follows: K1F lysis inhibition	NS5 inhibitors	RSV CPE inhibition	SIAH1 antagonists	Large T inhibition	West Nile virus CPE	NTR1 agonist	NTR1 agonist cell count 20 µM	MgcRacGAP inhibition	AID2073
> O=C(Nc1ccc2c(c1)OCO2)C(c1ccc(Cl)cc1)N1CCN(C(=O)c2ccco2)CC1 (stereo unspecified)
    -0.7%	-12.4%	0.6%	0.0%	4.2%	-0.4%	-0.2	58	-2.1%	-4.5%
> O=C(CN1CCN(Cc2ccc(Cl)cc2)CC1)N/N=C/c1cccs1
    -0.1%	7.0%	0.7%	0.9%	14.6%	-0.3%	0.9	46	6.5%	-14.0%
> CC(C)(C)c1cc2cccnc2n1Cc1ccccc1
    0.7%	-0.7%	0.5%	0.9%	2.9%	-0.5%	0.3	63	4.5%	-2.4%
> Cc1ccc(N(CC(=O)NCc2ccncc2)S(C)(=O)=O)cc1Cl
    0.3%	-1.6%	2.5%	-4.5%	3.5%	-0.1%	-0.4	63	-0.7%	4.3%
> CSc1ccc(C(=O)C2CCCN(C(=O)CCn3cncn3)C2)cc1 (stereo unspecified)
    -0.1%	2.6%	2.4%	1.6%	25.6%	-0.4%	0.4	60	-7.0%	12.7%
> CC1CCN(c2nc(CN3CCCCC3)nc3scc(-c4ccccc4)c23)CC1
    1.4%	-3.2%	2.5%	-0.1%	16.8%	-1.3%	11.2	51	6.8%	2.2%
> COc1ccc(CCNC(=O)CSCc2ccc([N+](=O)[O-])cc2)cc1
    4.5%	-2.9%	5.9%	2.7%	3.4%	-0.7%	0.7	58	7.2%	-8.6%
> O=C(CN1CCOCC1)NN1CC(=O)N(c2ccc(Cl)cc2)CC1=O
    0.6%	4.6%	0.5%	18.1%	10.0%	0.1%	-0.8	40	7.4%	-2.3%
> OCCNC(=S)NCCc1ccccc1
    2.0%	-4.4%	1.7%	-0.6%	12.9%	0.2%	-0.2	48	4.2%	-4.4%
> CCOC(=O)c1cnc(-c2ccccc2)nc1Oc1ccc(Cl)c(Cl)c1
    0.1%	0.0%	5.5%	9.1%	7.9%	1.1%	1.4	47	7.4%	9.2%

# 2 records picked at random from the list so far, as already listed:
# Values run as follows: K1F lysis inhibition	NS5 inhibitors	RSV CPE inhibition	SIAH1 antagonists	Large T inhibition	West Nile virus CPE	NTR1 agonist	NTR1 agonist cell count 20 µM	MgcRacGAP inhibition	AID2073
> CC1CCN(c2nc(CN3CCCCC3)nc3scc(-c4ccccc4)c23)CC1
    1.4%	-3.2%	2.5%	-0.1%	16.8%	-1.3%	11.2	51	6.8%	2.2%
> Nc1c(C(=O)NCCN2CCOCC2)c2nc3ccccc3nc2n1CCc1ccccc1F
    -0.4%	-8.8%	?	1.3%	8.8%	0.4%	6.1	40	5.9%	14.3%
